WRN helicase inh: WRN helicase (human) inhibition | WRN helicase unwinding, fluorescent forked duplex, kinetic | Potency, µM (top dose mostly 114 µM), for inactives: at the top dose activity change, negative = inhibition, actives largely listed as inhibitors | 360,000 tested, 0.46% active | AID 651768; note: potency is the fitted concentration of half-maximal effect; % is set by controls: 0 for no effect and ±100 for the full control effect; nearly all actives have a fitted effect of over 55% in size
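Fluorescence dequenching readout, ex 525 nm/em 598 nm, kinetic mode: forked duplex DNA (100 nM final) with adjacent fluorophore and quencher unwound by WRN (20 nM final) with 2 mM ATP. Compound preincubation 15 min, room temperature.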
IL2 activator: activators of IL-2 | AID 652025 | 360,000 tested, 0.065% active | IL-2 activation reporter assay, cell-based qHTS; stimulated with anti-CD3/CD4/CD28 beads; in transgenic mouse T cells | activation, % (series mostly up to about 46 µM); in the data active = activation above about 50%; inconclusive = mostly about 30% to 49%; note: 0% is about no effect
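Unstimulated transgenic mouse T cells, 750 per well, received compound and, after 60 minutes, anti-CD3/anti-CD4 bead plus anti-CD28 stimulation. EGFP and DsRed were quantified after 18 hours.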
PLK1 PBD inh: blocks phosphopeptide binding to human PLK1 polo-box domain; Potency, µM, for inactives: max response, negative = inhibition, hits mostly inhibitors; AID 720504; Plk1 PBD binding of FITC phosphopeptide, fluorescence polarization; 360,000 tested, 2.8% active; P53350; note: potency is the fitted concentration of half-maximal effect; series mostly up to about 57 µM; % is set by controls: 0 for no effect and ±100 for the full control effect; nearly all actives have a fitted effect of over 65% in size
PI5P4K alpha inh: inhibitors of human PI5P4K alpha; P48426; PI5P4Kalpha enzyme, ADP-Glo luminescence, 60 min; stronger effect = lower value; max response, %; 330,000 tested, 1.2% active; AID 652105; active = max response of -50% or lower; inconclusive = between -30% and -50%; inactive = -30% or higher; note: value at the top dose of about 77 µM; % is set by controls: 0 for no effect and ±100 for the full control effect
Target sequence (P48426 whole entry, looked up): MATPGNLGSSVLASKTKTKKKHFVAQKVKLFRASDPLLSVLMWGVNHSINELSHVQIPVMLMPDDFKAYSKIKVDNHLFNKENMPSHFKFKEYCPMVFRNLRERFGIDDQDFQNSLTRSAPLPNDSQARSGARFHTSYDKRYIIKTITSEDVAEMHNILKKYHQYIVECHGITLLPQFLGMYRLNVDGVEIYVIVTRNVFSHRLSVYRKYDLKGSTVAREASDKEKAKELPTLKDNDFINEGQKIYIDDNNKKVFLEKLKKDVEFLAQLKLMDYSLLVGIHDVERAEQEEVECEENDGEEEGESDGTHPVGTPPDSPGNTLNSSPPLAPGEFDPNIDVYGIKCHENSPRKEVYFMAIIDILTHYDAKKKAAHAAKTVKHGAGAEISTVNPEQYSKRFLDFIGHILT
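PI5P4Kalpha ADP-Glo assay; 5 microM ATP final; 60 min RT reaction; HEPES pH 7.4/EGTA/CHAPS, 5% DMSO; controls lacking substrate or enzyme; luminescent end-point.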
GLP1R inv ag: acts as inverse agonist at human GLP-1 receptor. HEK293 GLP-1R CRE-luciferase, luminescence, 24 h; GLP-1R form is constitutively active. 410,000 tested, 1.6% active. P43220. Potency, µM (titrated, usually from 38.3 µM), for inactives: at the highest dose activity change, negative = inhibition, usual class: inhibitors; note: potency is the fitted concentration of half-maximal effect; % is set by controls: 0 for no effect and ±100 for the full control effect; nearly all actives have a fitted effect of over 55% in size
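GLP-1R inverse agonism mode: basal reporter luminescence in engineered HEK293 cells measured after one day of compound exposure at 37 deg C, with a 12 min room-temperature detection step.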
D3 ag: activates the human D3 dopamine receptor; D3R DiscoveRx beta-arrestin cells, luminescence, 90 min; max activation, %; 410,000 tested, 0.58% active; AID 652048; in the data active = max activation above about 30%; note: 0% is about no effect; mostly tested at two doses, the higher about 12 µM
Target sequence (P35462 whole entry, looked up): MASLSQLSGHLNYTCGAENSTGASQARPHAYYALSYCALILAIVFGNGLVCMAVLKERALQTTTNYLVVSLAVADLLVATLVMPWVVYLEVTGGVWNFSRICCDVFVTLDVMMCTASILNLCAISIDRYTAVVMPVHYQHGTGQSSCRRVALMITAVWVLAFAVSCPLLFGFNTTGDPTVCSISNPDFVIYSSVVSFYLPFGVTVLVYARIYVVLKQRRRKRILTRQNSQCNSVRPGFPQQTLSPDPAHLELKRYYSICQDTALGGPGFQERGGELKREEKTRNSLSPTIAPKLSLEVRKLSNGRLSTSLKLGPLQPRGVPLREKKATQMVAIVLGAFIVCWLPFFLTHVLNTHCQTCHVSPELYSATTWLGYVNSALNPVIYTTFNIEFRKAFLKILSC
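Agonist mode: compounds and dopamine controls were applied to plated cells for 90 min at 37 degrees C after an overnight attachment at 1500 cells/well. Luminescent read-out followed 30 - 60 minutes at room temperature with DiscoveRx detection reagent.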
GLP1R ag: activates the human GLP-1 receptor | HEK293 GLP-1R CRE-luciferase, luminescence, 4-6 h; cells express a hypersensitive GLP-1R form | Potency, µM (highest dose often 45.6 µM), for the others: top-dose activation, most hits filed as activators | 380,000 tested, 0.007% active; note: potency is the fitted concentration of half-maximal effect; % of control where 0% means no effect
HEK293 tox: cytotoxicity counter-screen for GLP-1 receptor inverse agonists; HEK293 cAMP-luciferase reporter cells, luminescence, 24 h; Potency, µM (series often up to 38.3 µM), for the others: at the top dose activity change, negative = inhibition, most hits filed as inhibitors; 410,000 tested, 0.13% active; AID 624418;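 note: loss of luciferase light is scored as toxicity; potency is the fitted concentration of half-maximal effect; % is set by controls: 0 for no effect and ±100 for the full control effect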
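Step one: seed cells (200 cells/uL, DMEM with 10% Nu serum, 1% pen-strep). Step two: 12-hour incubation at 37 deg C. Step three: pin 23 nL compound, incubate 24 hr. Step four: add luciferase reagent, read luminescence 12 min later.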
DRD3 antagonist: D3 dopamine receptor (human) antagonism | 360,000 tested, 2.5% active | P35462 | max response, negative = inhibition, % | D3R cells, DiscoveRx beta-arrestin luminescence, antagonist mode; stronger effect = lower value | AID 652054; in the data active = max response below about -50%; inconclusive = no clear call, values can overlap the other calls; note: % is set by controls: 0 for no effect and ±100 for the full control effect; mostly tested at two doses, the higher about 12 µM
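Cells expressing the human receptor were seeded at 1500 cells/well, incubated overnight at 37 degrees C in 5% CO2, then exposed to library compounds with dopamine controls for 90 minutes at 37 degrees C before luminescent detection.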
The depositor's hits bear a star; ? = inconclusive; . = not tested or not shown; & = joins results of further samples; ! = not active in a repeat; [ ] = another dose, or the depositor's remark. Unless noted, calls come from the whole dose curve; as a rule, active = well fitted curve in the direction sought with a large enough effect; inconclusive = small, poorly fitted or top-dose-only effect, or another doubt; inactive = no such curve, though single readings can be large; an effect the other way counts as inactive or inconclusive. This is a subset. The share of hits here may be higher or lower than overall.

Field names – A = WRN helicase inh; B = IL2 activator; C = PLK1 PBD inh; D = PI5P4K alpha inh; E = GLP1R inv ag; F = D3 ag; G = GLP1R ag; H = HEK293 tox; I = DRD3 antagonist
CCN(CC)C(=O)c1ccc(N(Cc2ccccc2)S(C)(=O)=O)cc1
  A = 7%; B = -0.2; C = -6%; D = 0; E = 2%; F = 0; G = -2%; H = 7%; I = -6
COCCN1C(=O)NC(=O)/C(=C\c2ccc(Br)cc2)C1=O
  A = 4%; B = -1.1; C = 5.3µM*; D = ?; E = 11%; F = 3; G = -7%; H = 1%; I = 5
O=C(c1ccc(CNS(=O)(=O)c2ccccc2)cc1)N1CCC2(CC1)OCCO2
  A = 3%; B = -0.3; C = 21µM*; D = -3; E = 7%; F = 0; G = -10%; H = -10%; I = -53*
O=C(c1cnn2c(C(F)(F)F)cc(-c3ccccc3)nc12)N1CCC2(CC1)OCCO2
  A = -7%; B = -1.1; C = -10%; D = .; E = 1%; F = 22; G = -6%; H = 3%; I = -21
COc1cccc(N2CC(O)=C(c3nc4ccccc4s3)C2=N)c1
  A = -1%; B = -0.4; C = -12%; D = -3; E = ?; F = -2; G = 1%; H = ?; I = -24
CC(Cc1cccs1)NCc1ccccc1 (centres undefined)
  A = 0%; B = 4.9; C = -6%; D = 2; E = -13%; F = -8; G = -3%; H = 7%; I = -14
O=C(O)CCn1cc(C=C2C(=O)NC(=S)NC2=O)c(-c2cc3ccccc3oc2=O)n1
  A = ?; B = -1.4; C = 11µM*; D = -71*; E = 9%; F = 0; G = -4%; H = -11%; I = -9
O=c1[nH]c(=O)n(Cc2ccco2)c(O)c1C=NCc1cccs1
  A = -15%; B = -2.0; C = -9%; D = .; E = 1%; F = 3; G = 10%; H = 0%; I = 5
O=C(c1cc2cc(Cl)ccc2[nH]1)N1CCC2(CC1)OCCO2
  A = -11%; B = -0.8; C = -11%; D = 8; E = ?; F = 3; G = -5%; H = 0%; I = -9
O=C1NCN(c2ccccc2)C12CCN(C(c1cccs1)c1nnnn1C1CCCC1)CC2 (centres undefined)
  A = 0%; B = -0.7; C = 0%; D = -1; E = -24%; F = -10; G = -5%; H = -5%; I = -13
COC(=O)Cn1cc(/C=C2\C(=O)NC(=O)N(c3ccc(OC)cc3)C2=O)c2ccccc21
  A = -11%[57.1 µM]; B = 92*; C = ?; D = -3; E = 1%; F = 14; G = 1%; H = 0%; I = 7
Cc1cc(OC(C)C(=O)NCc2ccncc2)c2c3c(c(=O)oc2c1)CCCC3 (centres undefined)
  A = 3%; B = 0.3; C = -11%; D = -2; E = 8%; F = 2; G = -1%; H = 5%; I = 14
CC(=O)[C@@]1(O)CC[C@H]2[C@@H]3CC=C4C[C@@H](O)CC[C@]4(C)[C@H]3CC[C@@]21C
  A = 2%; B = 0.2; C = -3%; D = -2; E = 0%; F = 0; G = 4%; H = 3%; I = 5
CN(C)P(=NC(=S)c1cccn1C)(N(C)C)N(C)C
  A = -2%; B = -2.6; C = ?; D = .; E = -5%; F = -1; G = -3%; H = 3%; I = ?
CCN(CC)N=O
  A = -5%; B = 0.2; C = -8%; D = -1; E = -7%; F = 12; G = -2%; H = 6%; I = 8
CC(=NCc1ccc2c(c1)OCO2)c1c(O)n(Cc2ccccc2)c(=O)[nH]c1=O
  A = -12%; B = -0.3; C = -2%; D = -5; E = 4%; F = 13; G = 14%; H = -21%; I = 19
O=C1OCc2cc(N=Nc3c(O)[nH]c(=O)[nH]c3=O)ccc21
  A = 3%; B = -0.7; C = 2%; D = -29; E = 17%; F = 2; G = -7%; H = -7%; I = 14
OC1/C(=C/c2ccc(Cl)cc2Cl)N2CCC1CC2 (centres undefined)
  A = 5%; B = 1.8; C = -8%; D = 8; E = ?; F = -6; G = 4%; H = -23%; I = -15
O=C(Nc1nc(-c2ccccc2)c(-c2ccccc2)s1)c1ccc(S(=O)(=O)N(CCCl)CCCl)cc1
  A = -24%; B = 0.9; C = 3%; D = -1; E = -18%; F = -6; G = -16%; H = 3%; I = -5
CCc1ccc(/C=C2\SC(=S)N(CCCC(=O)N(CCO)c3ccccc3)C2=O)cc1
  A = -13%; B = -3.1; C = -1%; D = 16; E = 10µM*; F = 3; G = -5%; H = ?; I = 69
CCCOc1ccccc1C1SCC(=O)Nc2c1c(=O)[nH]n2C(C)CCC (centres undefined)
  A = -8%; B = 2.6; C = -6%; D = -7; E = -18%; F = 10; G = -1%; H = -2%; I = ?
Cc1ccccc1-n1c(O)c(/C=N/NC(=O)c2ccccc2O)c(=O)[nH]c1=S
  A = -11%; B = -2.1; C = 4.2µM*; D = -69*; E = -27%; F = -6; G = -4%; H = 3%; I = -3
CC1=C(/C=C/C(C)=C/C=C/C(C)=C/C(=O)Nc2ccc(O)cc2)C(C)(C)CCC1
  A = -8%&-3%; B = -0.7&-0.8; C = -9%&-6%; D = 3&41; E = ?; F = 69*!; G = -5%&1%&2%; H = ?; I = 23&61
COc1ccc2c(c1)c(CCN)c(C)n2Cc1ccccc1
  A = -5%; B = -1.6; C = -5%; D = -3; E = ?; F = 7; G = 10%; H = ?; I = -4
Cc1cc(Oc2cc(NN3CCCCC3)c([N+](=O)[O-])cc2[N+](=O)[O-])ccc1[N+](=O)[O-]
  A = -14%; B = 2.0; C = -8%; D = ?; E = 2%; F = -27; G = 0%; H = 4%; I = 0
Cc1cc(C(=O)CCl)c(C)n1CCc1ccc(F)cc1
  A = -15%; B = -0.8; C = -20%; D = 8; E = ?; F = 0; G = -4%; H = ?; I = -17
CC(C)C[C@H]1COc2cccc(N3CCN(C)CC3)c2S(=O)(=O)N1
  A = -7%; B = -0.7; C = 1%; D = 2; E = ?; F = -12; G = 0%; H = 1%; I = ?

Fetched one by one from the list above:
Field names – A = WRN helicase inh; B = IL2 activator; C = PLK1 PBD inh; D = PI5P4K alpha inh; E = GLP1R inv ag; F = D3 ag; G = GLP1R ag; H = HEK293 tox; I = DRD3 antagonist
CCc1ccc(/C=C2\SC(=S)N(CCCC(=O)N(CCO)c3ccccc3)C2=O)cc1
  A = -13%; B = -3.1; C = -1%; D = 16; E = 10µM*; F = 3; G = -5%; H = ?; I = 69
CCCOc1ccccc1C1SCC(=O)Nc2c1c(=O)[nH]n2C(C)CCC (centres undefined)
  A = -8%; B = 2.6; C = -6%; D = -7; E = -18%; F = 10; G = -1%; H = -2%; I = ?

Laid out differently: entries from further up
smiles,WRN helicase inh,IL2 activator,PLK1 PBD inh,PI5P4K alpha inh,GLP1R inv ag,D3 ag,GLP1R ag,HEK293 tox,DRD3 antagonist
Cc1cc(OC(C)C(=O)NCc2ccncc2)c2c3c(c(=O)oc2c1)CCCC3 (centres undefined),3%,0.3,-11%,-2,8%,2,-1%,5%,14
CC(=O)[C@@]1(O)CC[C@H]2[C@@H]3CC=C4C[C@@H](O)CC[C@]4(C)[C@H]3CC[C@@]21C,2%,0.2,-3%,-2,0%,0,4%,3%,5
CN(C)P(=NC(=S)c1cccn1C)(N(C)C)N(C)C,-2%,-2.6,?,.,-5%,-1,-3%,3%,?
CCN(CC)N=O,-5%,0.2,-8%,-1,-7%,12,-2%,6%,8
CC(=NCc1ccc2c(c1)OCO2)c1c(O)n(Cc2ccccc2)c(=O)[nH]c1=O,-12%,-0.3,-2%,-5,4%,13,14%,-21%,19
O=C1OCc2cc(N=Nc3c(O)[nH]c(=O)[nH]c3=O)ccc21,3%,-0.7,2%,-29,17%,2,-7%,-7%,14

High-throughput results as filed in PubChem.
